Assay outcomes from PubChem BioAssay.
HDAC3 inh: HDAC3 deacetylase inhibitors, primary screen, biochemical, fluorescence, cell-free homogeneous. Histone deacetylase 3 (Homo sapiens), O15379. 320,000 tested, 0.15% active. recombinant HDAC3, fluorogenic peptide/trypsin coupled. AID 2718, 2010. inhibition, % at 8.3 µM; in the data active = inhibition above about 26%, passing the limit was not always enough
SKKanGAS inh: S. pyogenes SKKanGAS growth inhibitors in kanamycin, primary screen, streptokinase expression inhibitor project, SKKanGAS strain, BacTiter-Glo luminescence; 6 h; inhibition, % at 7.5 µM; 300,000 tested, 1.3% active;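 active = mean replicate score, as percent of positive control median, at least 50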;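 also: strain carries kanamycin resistance gene driven by streptokinase promoter and grows in 40 µg/ml kanamycin; loss of luminescence reflects streptokinase promoter inhibition or plain growth inhibition; 0% = median of DMSO wells and 100% = positive control at its reference dose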
ANO1 block: TMEM16A chloride channel inhibitors, primary screen, cell-based, HTS; Anoctamin-1 (Mus musculus), Q8BHY3; HEK293 TMEM16A/YFP iodide influx fluorescence, ionomycin; normalized B-score (activity score, 25-100; higher = stronger inhibition) at 10 µM; 310,000 tested, 1.2% active; AID 588511, 2011;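 active = ratio plate-corrected score three or more library SD toward inhibition, starting fluorescence score within five deviations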;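 also: score derived from kinetic fluorescence span divided by baseline fluorescence per well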
ANO1 activ: TMEM16A chloride channel activators or potentiators, primary screen, cell-based, HTS; B-score at 10 µM; Anoctamin-1 (Mus musculus), Q8BHY3; HEK293 TMEM16A/YFP-H148Q/I152L, iodide quench fluorescence; stronger effect = lower value; AID 623877, 2012; 340,000 tested, 0.3% active;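 active = fluorescence-ratio B-score plate-corrected deviation score at least 3 library SD below zero, with starting fluorescence score within 5 deviations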;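 also: channel opened by trigger with iodide after compound preincubation; score built on the fluorescence ratio of max minus min over baseline; more negative score means more quench and so TMEM16A activation or potentiation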
KCNQ1 act: potentiators or activators of KCNQ1 channel, primary screen, cell-based, thallium flux, high-throughput; B-score at 10 µM; CHO-K1 KCNQ1, thallium flux FluxOR fluorescence; stronger effect = higher value; 310,000 tested, 0.35% active; Potassium voltage-gated channel subfamily KQT member 1 (Homo sapiens), P51787;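 active = fluorescence ratio B-score, a plate-corrected score, at least three library SD, with initial intensity B-score within 5 SD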
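assay system = CHO-K1 cells stably expressing KCNQ1 | medium = assay buffer, equal DMSO in all wells | timing = 37 °C overnight plating, 90-min dark dye load, 20-min compound pretreatment | measured by = kinetic FluxOR thallium fluorescence, 10-s 1-Hz baseline, 110-s post-stimulus read | measure = fluorescence change relative to baseline, converted to B score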
KCNQ1 inh: inhibitors of human KCNQ1 channel, primary screen, cell-based, thallium flux, high-throughput. Potassium voltage-gated channel subfamily KQT member 1 (Homo sapiens), P51787. 310,000 tested, 1.3% active. B-score at 10 µM. AID 2642, 2010. CHO-K1 KCNQ1, FluxOR thallium flux fluorescence; stronger effect = higher value;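 active = compounds whose thallium flux B-score, printed positive for inhibition, exceeds three library SD while starting fluorescence stays within three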;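 also: channel opened by potassium depolarization with thallium stimulus after 20 min compound exposure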
KCNK9 inh: KCNK9 potassium channel inhibitors, primary screen, HEK293 cells, thallium flux; B-score at 10 µM; FluxOR thallium flux fluorescence; stronger effect = lower value; 310,000 tested, 1.2% active; AID 488922, 2010;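 active = ratio B-score over 3 SD below the library mean, with starting fluorescence within 5 SD of its mean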;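 also: negative B-score means less thallium flux so channel inhibition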
Target sequence (Q9NPC2 whole entry, looked up): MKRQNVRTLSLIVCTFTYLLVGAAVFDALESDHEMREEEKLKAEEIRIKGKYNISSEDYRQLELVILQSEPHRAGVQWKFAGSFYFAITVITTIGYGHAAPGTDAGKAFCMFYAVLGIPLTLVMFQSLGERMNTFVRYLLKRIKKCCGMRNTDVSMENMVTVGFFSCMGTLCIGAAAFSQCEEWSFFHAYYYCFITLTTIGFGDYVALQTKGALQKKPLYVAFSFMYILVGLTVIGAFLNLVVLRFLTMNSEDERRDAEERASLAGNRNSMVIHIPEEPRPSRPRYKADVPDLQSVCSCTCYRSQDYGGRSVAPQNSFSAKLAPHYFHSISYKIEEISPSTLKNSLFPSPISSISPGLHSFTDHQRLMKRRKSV
RGS4 act: RGS4 potentiators or activators, primary screen, cell-based, HEK293 M3R inducible RGS4, calcium flux; carbachol calcium flux Fluo4; stronger effect = lower value; B-score at 10 µM; 310,000 tested, 0.92% active; AID 463111, 2010;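 active = B-score of the integrated calcium signal more than 4 SD below the library mean, with starting fluorescence not abnormally high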;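 also: negative B-score means reduced calcium response which marks RGS4 activation or potentiation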
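Reagent: ECmax carbachol challenge; Test system: M3R-expressing HEK293 line, RGS4 induced by doxycycline; Schedule: overnight RGS4 induction, 30 min dye load 37 °C, 20 min compound RT; Detection: calcium dye Fluo4 fluorescence; Read-out: Agonist-evoked peak-minus-minimum fluorescence over baseline, integrated ratio, B score.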
RGS4 block: RGS4 inhibitors, primary screen, cell-based, HEK293 M3R inducible RGS4, calcium flux; Regulator of G-protein signaling 4 (Homo sapiens), P49798; Fluo-4 calcium flux; stronger effect = higher value; triggered by carbachol at its EC20; B-score at 10 µM; 310,000 tested, 0.45% active; AID 463165, 2010;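 active = B-score, a plate-corrected calcium signal, over three deviations above library mean, with baseline fluorescence within five deviations of library mean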;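 also: RGS4 expression induced by doxycycline in cells with stable M3 receptor; B-score is computed from the integrated fluorescence ratio over baseline after carbachol; higher B-score means a larger calcium signal and so more RGS4 inhibition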
Target sequence (P49798 whole entry, looked up): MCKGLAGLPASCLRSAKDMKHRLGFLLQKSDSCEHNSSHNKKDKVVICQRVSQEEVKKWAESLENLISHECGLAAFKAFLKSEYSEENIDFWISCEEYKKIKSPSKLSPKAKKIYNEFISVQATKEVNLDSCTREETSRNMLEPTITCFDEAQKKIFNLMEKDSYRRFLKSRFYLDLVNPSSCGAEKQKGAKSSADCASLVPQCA
KCNK3 block: human KCNK3 channel inhibitors, primary screen, CHO cells, FluxOR thallium flux, B-score. Potassium channel subfamily K member 3 (Homo sapiens), O14649. FluxOR fluorescence; stronger effect = lower value. B-score at 10 µM. 340,000 tested, 0.84% active;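 active = B-score under library mean minus 4 SD, starting fluorescence ratio at most library mean plus 5 SD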;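 also: more negative B-score means stronger inhibition of thallium flux through KCNK3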
Target sequence (O14649 whole entry, looked up): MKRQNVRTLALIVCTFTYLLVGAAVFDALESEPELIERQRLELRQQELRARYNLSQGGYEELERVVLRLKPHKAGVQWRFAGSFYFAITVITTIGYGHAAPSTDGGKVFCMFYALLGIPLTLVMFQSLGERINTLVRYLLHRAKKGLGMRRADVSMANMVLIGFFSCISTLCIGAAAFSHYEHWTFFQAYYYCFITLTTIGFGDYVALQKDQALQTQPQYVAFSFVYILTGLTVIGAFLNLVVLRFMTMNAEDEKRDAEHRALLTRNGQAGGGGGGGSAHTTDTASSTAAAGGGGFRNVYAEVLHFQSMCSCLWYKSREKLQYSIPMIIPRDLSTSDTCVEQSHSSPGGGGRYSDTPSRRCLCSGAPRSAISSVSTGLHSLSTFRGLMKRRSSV
hERG protect: hERG rescue from dofetilide block, primary screen, cell-based, CHO-hERG, FluxOR thallium flux, dofetilide IC70. activation (rescue from dofetilide block), less the hit threshold, % at 10 µM. Voltage-gated inwardly rectifying potassium channel KCNH2 (Homo sapiens), Q12809. 310,000 tested, 0.51% active. dofetilide IC70 present;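 active = activation above the mean of controls blocked by dofetilide plus 5 SD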;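 also: thallium influx through hERG after potassium depolarization seen as dye fluorescence rise; in these data hits start at about 4.7%; inactives centre near -7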
* = called active by the depositor; i = inactive; nt = no result given.

SMILES | HDAC3 inh | SKKanGAS inh | ANO1 block | ANO1 activ | KCNQ1 act | KCNQ1 inh | KCNK9 inh | RGS4 act | RGS4 block | KCNK3 block | hERG protect
CC(=O)c1ccc(N(CC(=O)NC2CCCC2)C(=O)c2csnn2)cc1 | 1.7 | -4.9 | i | i | i | i | i | i | i | i | -4.5
CCC(C(=O)NNC(=O)c1cnccn1)c1ccccc1 (stereo not drawn) | -2.0 | 4.6 | i | i | i | i | i | i | i | i | -2.0
CC(C)N(Cc1nc(-c2ccccc2)no1)S(=O)(=O)c1ccccc1 | 6.5 | 1.0 | i | i | i | i | i | i | i | i | -5.7
C=CCc1c(C)nc(C)nc1N/N=C/c1ccc([N+](=O)[O-])cc1 | 0.7 | 1.8 | i | i | i | i | i | i | i | i | -6.7
O=c1cc(Nc2ccc3c(c2)OCCO3)[nH]c(=O)n1-c1ccc(Cl)cc1 | nt | 19.4 | i | i | i | i | i | i | i | i | -3.6
Nc1sc2c(c1C(=O)NC1CCS(=O)(=O)C1)CCCC2 (stereo not drawn) | 8.3 | -0.7 | i | i | i | i | i | i | i | i | -1.6
CCC(C)N(C(=O)Cn1nnc2ccccc21)C(C(=O)NCc1ccco1)c1cccc(OC)c1 (stereo not drawn) | 4.6 | 3.3 | i | i | i | i | i | i | i | i | -8.1
O=C1Nc2cc(Cl)ccc2Nc2cscc21 | 5.7 | 6.5 | i | i | i | i | i | i | i | i | -5.9
CCCCCN(C(=O)NC(=O)Nc1cccc(C)c1C)S(C)(=O)=O | 3.1 | 14.0 | i | i | i | i | i | i | i | i | -5.3
O=C(CSc1n[nH]c(-c2ccco2)n1)Nc1sc2c(c1C(=O)Nc1ccccc1)CCCC2 | 10.1 | 40.0 | i | i | i | i | i | i | i | i | -16.0
CN1CCc2c(OCC(=O)NC3CCCCC3)cccc2C1=O | -7.6 | -1.1 | i | i | i | i | i | i | i | i | -5.2
CCOc1ccc(N2C(=O)Nc3ccc(Br)cc3C2(O)C(=O)NCCN(C)C)cc1 (stereo not drawn) | 1.1 | 0.3 | i | i | i | i | i | i | i | i | -2.8
Cc1cc(OCc2cc(C(=O)N3CCN(CC4CC4)CC3)no2)cc(C)c1Cl | -0.4 | 1.3 | i | i | i | i | i | i | i | i | -22.8
CC(=O)Nc1ccc(C(=O)OCC(=O)Nc2ccc([N+](=O)[O-])cc2C(F)(F)F)cc1 | 10.7 | -8.9 | i | i | i | i | i | i | i | i | -12.2
CN(CC(=O)Nc1ncn[nH]1)S(=O)(=O)c1cc(Cl)ccc1Cl | 0.6 | 2.4 | i | i | i | i | i | i | i | i | -4.8
CCN(c1ccc(OC)cc1)S(=O)(=O)c1ccc2c(c1)CC(C)N2C(=O)C1CC1 (stereo not drawn) | 3.0 | -1.3 | i | i | i | i | i | i | i | i | -6.0
C/C=C(\C)CN1CCN(c2cccc(C)c2C)CC1 | -5.2 | 3.9 | i | i | i | i | i | i | i | i | -4.7
Cn1cc(C(c2ccccn2)c2cn(C)c3ccccc23)c2ccccc21 | 4.2 | 15.6 | i | i | i | i | i | i | i | i | -0.4
O=C(Nc1cccc2ncccc12)c1ccc(F)cc1 | 0.6 | -11.6 | i | i | i | i | i | i | i | i | -6.0
Cc1cc(=O)[nH]c(SCC(=O)NC(c2ccccc2)c2ccccc2)n1 | -1.1 | 0.7 | i | i | i | i | i | i | i | i | -8.0
Cc1cccc(/C=N/n2c(C)nc3ccccc3c2=O)c1 | -0.4 | 6.4 | i | i | i | i | i | i | i | i | -13.9
O=C(NNC(=S)NC(=O)c1ccccc1)c1cccnc1 | 2.1 | 27.0 | i | i | i | i | i | i | i | i | -13.5
CCOc1ccc(NC(=O)Nc2c(C)n(C)n(-c3ccccc3)c2=O)cc1 | -4.6 | 1.0 | i | i | i | i | i | i | i | i | -12.0
CCNc1nc(NCC)nc(C(=O)Nc2ccccc2)n1 | 1.2 | -4.0 | i | i | i | i | i | i | i | i | -10.5
Cc1cc(Br)cn2ccnc12 | -1.7 | 3.4 | i | i | i | i | i | i | i | i | -6.8
OCCC#Cc1ccc(CN2CCN(CCc3ccccc3)C(CCO)C2)cc1 (stereo not drawn) | -4.8 | 6.1 | i | i | i | i | i | i | i | i | -1.9
COc1ccc(-n2nc(C(=O)NCCCN3CCCC3=O)c3c4ccccc4n(C)c3c2=O)cc1Cl | -4.5 | 23.8 | i | i | i | i | i | i | i | i | -17.2
C=CC[n+]1c(-c2ccc(C)cc2)csc1Nc1ccc(NC(C)=O)cc1 | nt | -1.8 | nt | i | i | i | i | i | i | i | 1.9
COc1cccc(C(=O)COc2ccc3c(C)c(Cc4ccccc4)c(=O)oc3c2)c1 | -1.4 | -20.3 | i | i | i | i | i | i | i | i | -4.5
CCn1cc(C(=O)Nn2cnnc2)c(=O)c2ccc(C)nc21 | 2.7 | -17.3 | i | i | i | i | i | i | i | i | -7.1

Random excerpt: 2 compounds from above, in no set order.
SMILES | HDAC3 inh | SKKanGAS inh | ANO1 block | ANO1 activ | KCNQ1 act | KCNQ1 inh | KCNK9 inh | RGS4 act | RGS4 block | KCNK3 block | hERG protect
O=C(Nc1cccc2ncccc12)c1ccc(F)cc1 | 0.6 | -11.6 | i | i | i | i | i | i | i | i | -6.0
CCOc1ccc(NC(=O)Nc2c(C)n(C)n(-c3ccccc3)c2=O)cc1 | -4.6 | 1.0 | i | i | i | i | i | i | i | i | -12.0

(continued)
SMILES | HDAC3 inh | SKKanGAS inh | ANO1 block | ANO1 activ | KCNQ1 act | KCNQ1 inh | KCNK9 inh | RGS4 act | RGS4 block | KCNK3 block | hERG protect
NC(=O)N/N=C/c1cc(Br)ccc1OCC(=O)NCc1ccccc1 | -1.3 | -0.8 | i | i | i | i | i | i | i | i | -9.4
Cc1noc(C)c1CSc1nnnn1-c1ccc(Cl)cc1 | -4.7 | -3.5 | i | i | i | i | i | i | i | i | -8.7
CNC(=O)c1[nH]cnc1C(=O)Nc1ccc(Cl)cc1 | 8.3 | 5.4 | i | i | i | i | i | i | i | i | -12.6
CCn1c(SCC(=O)N2CCCCC2)nc2c(c1=O)SC(C)C2 (stereo not drawn) | 1.6 | -5.5 | i | i | i | i | i | i | i | i | -7.0
Cn1c(Cc2ccccc2)nnc1SCC(=O)NC1CC1 | -0.1 | -6.8 | i | i | i | i | i | i | i | i | -2.5
CCOc1ccccc1N1CC(C(=O)Nc2ccccc2N2CCOCC2)CC1=O (stereo not drawn) | 1.1 | 2.8 | i | i | i | i | i | i | i | i | -13.6
Cc1cc(C)nc(SCC(=O)N2CCC(C(N)=O)CC2)n1 | -0.6 | -4.7 | i | i | i | i | i | i | i | i | -5.7
COc1c2c(cc3ccc(=O)oc13)CCO2 | -4.0 | -0.3 | i | i | i | i | i | i | i | i | -4.2
CCC(=O)Oc1ccc(C(=O)Nc2ccc([N+](=O)[O-])cc2)cc1 | 5.5 | 2.0 | i | i | i | i | i | i | i | i | -1.9
CCCSc1nc2c(cnn2-c2ccc(F)cc2)c(=O)[nH]1 | -6.1 | -4.0 | i | i | i | i | i | i | i | i | -9.1
CC1CC(Nc2ccccc2)c2ccccc2N1C(=O)c1ccco1 (stereo not drawn) | -6.8 | -0.7 | i | i | i | i | i | i | i | -13.1* | -10.3
c1ccc(N/N=C(\Cc2nc3ccccc3[nH]2)c2ccccc2)cc1 | nt | 26.2 | i | i | i | i | i | i | i | i | -5.6
Cc1cccc(-n2c(CNC(=O)c3ccc(S(=O)(=O)N4CCCC4)cc3)n[nH]c2=S)c1 | -2.6 | -2.7 | i | i | i | i | i | i | i | i | 0.9
O=C(CN1CCOCC1)Nc1cc(Cl)ccc1Cl | -1.5 | 1.3 | i | i | i | i | i | i | i | i | -8.1
CC(C)c1ccc(S(=O)(=O)NC2CCS(=O)(=O)C2)cc1 (stereo not drawn) | 1.8 | -1.6 | i | i | i | i | i | i | i | i | -6.2
COc1ccc(-n2ncc3c(NCC4CCCO4)ncnc32)cc1 (stereo not drawn) | -8.1 | -1.2 | i | i | i | i | i | i | i | i | -12.6
CC(=O)C12CCCCC1CC1[C@@H]3CC(C)C4=CC(=O)CC[C@]4(C)C3CC[C@@]12C (stereo partly drawn) | nt | 5.4 | nt | i | i | i | i | i | i | i | -9.6
CC(C)(C)[C@H]1C=C(C(=O)NC2CC2)O[C@@H](OCc2ccc(CO)cc2)C1 | 4.1 | 9.6 | i | i | i | i | i | i | i | i | -2.9
Cc1ccc2[nH]c(C(=O)N3CCOCC3)cc2c1 | 12.5 | -7.8 | i | i | i | i | i | i | i | i | -2.3
Cc1ccc(CN2C(=O)CCC2C(=O)NCCCN2CCOCC2)cc1 (stereo not drawn) | 5.2 | -4.8 | i | i | i | i | i | i | i | i | -4.8
CCN(CCCNC(=O)CCNC(=O)Cn1cnc2ccccc2c1=O)c1ccccc1 | -3.7 | 1.2 | i | i | i | i | i | i | i | i | -7.9
COC(C/C=C\C(=O)[C@H](C)OCc1ccccc1)OC | 4.3 | 2.7 | i | i | i | i | i | i | i | i | -5.3
Nc1nonc1-n1nnc(C(=O)N/N=C/c2ccccn2)c1-c1ccccc1 | nt | 4.7 | nt | i | i | i | i | i | i | i | -2.9
CC(=O)c1c(C)[nH]c(C(=O)OCC(=O)N2CCc3ccccc32)c1C | -2.2 | -7.6 | i | i | i | i | i | i | i | i | -13.4
COCCOC(=O)c1c(C)oc2ccc(NS(=O)(=O)c3ccc(F)cc3)cc12 | -1.3 | 2.8 | i | i | i | i | i | i | i | i | -7.1
COc1ccc(C(=O)COC(=O)c2cccc(-n3cnnn3)c2)c(OC)c1 | 2.8 | -4.0 | i | i | i | i | i | i | i | i | -11.5
